M5 antag: blocks acetylcholine activation of human M5 receptor; hit rate 0.59% among 360,000; CHO-hM5 cells, Fluo-8 calcium fluorescence, ACh EC80; inhibition, % at 3 µM; P08912;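 active = inhibition above a per-plate cutoff, the mean of that plate's test compounds plus 3 SD, cut at about 27% in these data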;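 note: 0% = acetylcholine EC80 with DMSO and 100% = DMSO without agonist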
Target sequence (P08912 whole entry, looked up): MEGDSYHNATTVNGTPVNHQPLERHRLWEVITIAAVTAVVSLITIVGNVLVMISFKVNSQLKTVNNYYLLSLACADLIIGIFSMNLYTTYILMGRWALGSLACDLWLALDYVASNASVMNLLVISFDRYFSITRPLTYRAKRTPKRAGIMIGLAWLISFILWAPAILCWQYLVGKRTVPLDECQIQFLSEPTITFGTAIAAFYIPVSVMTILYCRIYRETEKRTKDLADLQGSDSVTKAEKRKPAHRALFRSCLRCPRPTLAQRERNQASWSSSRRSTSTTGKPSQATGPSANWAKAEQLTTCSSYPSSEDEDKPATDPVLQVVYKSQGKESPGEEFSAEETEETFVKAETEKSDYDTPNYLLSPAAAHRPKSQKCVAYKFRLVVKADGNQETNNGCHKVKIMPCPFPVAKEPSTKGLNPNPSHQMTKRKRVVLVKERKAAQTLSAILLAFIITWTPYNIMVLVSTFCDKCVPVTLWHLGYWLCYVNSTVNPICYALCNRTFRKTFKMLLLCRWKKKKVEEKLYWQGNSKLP
CRFBP-R2 block: antagonists of CRF-binding protein/CRF-R2 receptor complex; HEK293 CRF-R2/CRF-BP, CRF-induced calcium fluorescence; inhibition, % at 11.8 µM; hit rate 0.59% among 350,000; AID 588475;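 active = inhibition of the ligand-induced calcium signal above about 50% at the single tested concentration, limit read from the data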
CRFR2-BP ag: agonists of human CRF-binding protein/CRF-R2 receptor complex; activation, % at 13.2 µM; HEK293 CRF-R2/CRF-BP, calcium dye fluorescence (FLIPR); percent of saturating CRF peptide response; AID 588473; hit rate 0.46% among 350,000;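 active = activation of at least 50%, plus an integration ratio under a set limit after plate pattern correction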;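 note: plate controls were neutral control wells without compound for no effect and CRF at EC100 for full effect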
M5 ag: CHRM5 agonism in calcium assay; P08912; CHO-K1 hM5 cells, Fluo-8 calcium fluorescence; 0% DMSO wells, 100% maximal acetylcholine response; activation, % at 3 µM; hit rate 0.19% among 360,000; AID 624037;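 active = activation above the run's mean over test compounds plus 3 SD, cut at about 23% in these data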;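 note: signal is peak over basal fluorescence ratio across the kinetic read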
M4 PAM: positive allosteric modulators of human muscarinic M4 receptor. activation, % at 3 µM. P08173. hit rate 0.4% among 360,000. CHO-K1 hM4/Gqi5, Fluo-8 calcium fluorescence, ACh EC20; 0% = ACh EC20, 100% = maximal ACh;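 active = activation above its plate's cutoff, the mean activation of sample wells plus 3 SD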; note: some results filed as inactive read as strong as hits
Target sequence (P08173 whole entry, looked up): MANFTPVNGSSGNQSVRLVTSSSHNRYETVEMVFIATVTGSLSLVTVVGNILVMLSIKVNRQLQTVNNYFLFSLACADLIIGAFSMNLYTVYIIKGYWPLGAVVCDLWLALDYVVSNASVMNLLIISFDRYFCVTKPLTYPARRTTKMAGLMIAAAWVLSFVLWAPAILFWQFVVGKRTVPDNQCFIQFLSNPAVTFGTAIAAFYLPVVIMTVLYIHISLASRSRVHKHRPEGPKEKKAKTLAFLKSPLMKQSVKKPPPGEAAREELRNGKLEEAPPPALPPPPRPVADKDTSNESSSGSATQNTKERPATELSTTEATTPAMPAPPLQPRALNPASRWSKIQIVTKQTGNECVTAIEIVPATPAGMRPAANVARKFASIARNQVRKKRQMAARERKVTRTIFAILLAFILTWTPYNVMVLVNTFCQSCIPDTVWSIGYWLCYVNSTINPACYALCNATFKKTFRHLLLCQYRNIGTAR
M1 PAM parental: M1 PAM counterscreen hit in parental CHO-K1 cells; activation, % at 3 µM; hit rate 0.02% among 360,000; AID 602247; ATP EC20, Fluo-8 calcium fluorescence; 0% at ATP EC20, 100% at ATP max;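 active = activation above the run cutoff, the mean activation of all test compounds plus 3 SD, cut at about 40% in these data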;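 note: peak over basal fluorescence ratio in a 140 s read after ATP addition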
TAAR1 antag: human TAAR1 antagonism | hit rate 1.5% among 360,000 | inhibition, % at 3 µM | CHO RD-HGA16 TAAR1, Fluo-8 calcium fluorescence, antagonist | Q96RJ0;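 active = inhibition above a per-plate cutoff, the mean inhibition of test compounds on that plate plus 3 SD, cut at about 49% in these data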;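 note: 0% = DMSO plus EC80 beta-PEA response and 100% = DMSO alone without agonist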
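Material: CHO RD-HGA16 cells bearing hTAAR1; compound dosing: one-point dosing, 3 µM nominal final; schedule: dye loading 75 min at 37 °C, then 30 min room temperature; measured by: calcium fluorescence with Fluo-8; control set: vehicle and agonist controls; replication: n of 1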
CHRM5 PAM: positive allosteric modulators of human muscarinic M5 receptor | P08912 | CHO-K1 hM5, Fluo-8 calcium, ACh EC20 PAM; 0% = ACh EC20, 100% = ACh EC100 | activation, % at 3 µM | hit rate 0.3% among 360,000 | AID 624038;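 active = activation above the run cutoff, the mean activation of all test compounds plus 3 SD, cut at about 18% in these data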
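Assay system – human M5 receptor in CHO-K1 cells · Read-out – % activation, ACh-normalized · Technique – Fluo-8 calcium fluorescence · Dosing – single-point, 3 µM nominal · Incubation – Fluo-8 loading 80 min at 37 °C plus 30 min room temperature · Repeats – singlicate, one well per test compound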
TAAR1 agonist: agonists of human TAAR1 | Q96RJ0 | CHO RD-HGA16 TAAR1, Fluo-8 calcium fluorescence; vehicle wells 0%, saturating PEA agonist 100% | activation, % at 3 µM | hit rate 0.99% among 360,000 | AID 624467;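 active = activation above the mean activation of all test compounds in the run plus 3 SD, cut at about 38% in these data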
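Signal – calcium-sensitive Fluo-8 signal, excitation 470-495, emission 515-575 nm · System – RD-HGA16 (CHO) cells co-expressing Gα16 and hTAAR1 · Incubation – 17-24 h seeding, 75 min 37 °C dye, 30 min RT · Compound dosing – 3 µM single concentration · Repeats – no replicates (n 1)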
Starred values were filed as active, the others as inactive; . = no result given. This is a random part of the collection; about 4.2% have a hit in one of these screens.

SMILES	M5 antag	CRFBP-R2 block	CRFR2-BP ag	M5 ag	M4 PAM	M1 PAM parental	TAAR1 antag	CHRM5 PAM	TAAR1 agonist
CCCc1nnc(NC(=O)CCC(=O)Nc2ccc(Br)cc2)s1	9	12	-0.3	-4	6	11	-13	-2	5
Cc1cnc(CNC(=O)c2ccc(OC3CCN(C(=O)C4CC4)CC3)cc2)cn1	0	43	0.1	17	18	-2	-13	23*	2
CN(CCC#N)C(=O)COC(=O)c1ccc2c(=O)n3c(nc2c1)CCC3	10	16	-0.5	3	8	10	-22	2	10
COCc1cccc(-c2csc(C(O)c3ccc(F)c(F)c3)n2)c1 (centres undefined)	6	.	.	1	-7	-12	10	-10	0
O=C(OCc1cn(-c2ccc(Cl)c(Cl)c2)nn1)c1ccccc1	-5	1	-0.1	-1	9	2	10	8	13
CCOc1ccc(CNC(=O)CCC(=O)N2Cc3ccccc3Oc3ncccc32)cc1	5	5	-0.3	0	1	-9	-3	0	2
O=C(c1nc2ccc(Cl)cn2c1CN1CCC(O)CC1)N1CCc2ccccc2C1	-5	20	-0.8	-3	11	11	-7	-5	2
Cc1cc(C)c(NC(=O)CNC(=O)c2cc(C3CC3)nn2-c2ccccc2)c(C)c1	1	-5	-3.8	-1	0	2	-5	9	-2
O=C(CSc1ccc(Cl)cc1)Nc1ccc(N2CCN(C(=O)c3ccco3)CC2)cc1	5	14	1.4	5	2	-3	52*	-13	19
Cc1ccc(O)c(CN(C)Cc2cc(C)ccc2O)c1	10	-5	-3.7	-9	-2	7	-27	-7	-1
O=C(Cn1[nH]c(=O)c2ccccc2c1=O)OCC(=O)c1ccccc1Cl	-18	1	-1.0	-6	-12	10	23	-3	0
CCCS(=O)(=O)NC(=O)C1(C)CCN(C(=O)c2sccc2C)C1 (centres undefined)	4	.	.	-1	4	-12	-4	-1	1
COc1ccc(S(=O)(=O)NC(CC(=O)NCc2ccc3c(c2)OCO3)c2ccco2)cc1 (centres undefined)	-6	7	-1.5	-4	1	13	7	-4	8
NS(=O)(=O)c1ccc(CCNC(=O)C2Cc3ccccc3CN2C(=O)c2ccco2)cc1 (centres undefined)	-9	1	2.8	1	13	-5	0	2	2
CCCCN(C)c1c(C)nc2ccc(C(=O)NCCOc3ccc(OC)cc3)cn12	29*	.	.	0	-9	-14	.	-24	.
Cc1ccc2c(c1)c1c(n2CC(O)CNC(C)(C)C)CCCC1 (centres undefined)	1	-13	-0.3	2	5	-5	0	3	10
O=C(NCc1ccccc1)/C(=C\c1cccc([N+](=O)[O-])c1)NC(=O)c1ccco1	-4	5	-0.7	0	1	14	-8	-1	2
O=C(O)CCC(=O)N1CCc2cc(S(=O)(=O)N3CC=C(c4ccccc4)CC3)ccc21	8	-12	-0.1	2	-3	11	-1	-1	5
Cc1ccc(S(=O)(=O)N2CCN(S(=O)(=O)c3ccc(C)cc3)C2)cc1	-4	12	0.0	-8	-3	9	-14	-1	-1
Cc1csc(SCC(=O)NC23CC4CC(CC(C4)C2)C3)n1	-4	3	-1.8	-8	1	24	16	3	19
O=C(NN=Cc1ccccc1)C(Oc1ccccc1)c1ccccc1 (centres undefined)	11	-10	-2.2	3	3	13	19	-1	-1
COc1ccc(-c2[nH]c3ccccc3c2SCCNC(=O)c2cc3ccccc3oc2=O)cc1	11	-5	-4.5	1	-3	9	37	-10	5
O=C(CCCC(=O)NCc1ccccc1)NCc1ccccc1	1	-13	0.0	-2	4	13	4	5	0
CC1(C)N=c2ccc([N+](=O)[O-])c(N)c2=[N+]1[O-]	-2	13	-3.1	5	8	11	-25	7	2
Cc1cccc(C2c3[nH]c4ccccc4c3CCN2C(=O)c2cc(-c3cccn3C)n[nH]2)n1 (centres undefined)	-13	-16	0.7	-5	-8	22	8	3	2

Continued (6 carried over from the part before).
SMILES	M5 antag	CRFBP-R2 block	CRFR2-BP ag	M5 ag	M4 PAM	M1 PAM parental	TAAR1 antag	CHRM5 PAM	TAAR1 agonist
Cc1csc(SCC(=O)NC23CC4CC(CC(C4)C2)C3)n1	-4	3	-1.8	-8	1	24	16	3	19
O=C(NN=Cc1ccccc1)C(Oc1ccccc1)c1ccccc1 (centres undefined)	11	-10	-2.2	3	3	13	19	-1	-1
COc1ccc(-c2[nH]c3ccccc3c2SCCNC(=O)c2cc3ccccc3oc2=O)cc1	11	-5	-4.5	1	-3	9	37	-10	5
O=C(CCCC(=O)NCc1ccccc1)NCc1ccccc1	1	-13	0.0	-2	4	13	4	5	0
CC1(C)N=c2ccc([N+](=O)[O-])c(N)c2=[N+]1[O-]	-2	13	-3.1	5	8	11	-25	7	2
Cc1cccc(C2c3[nH]c4ccccc4c3CCN2C(=O)c2cc(-c3cccn3C)n[nH]2)n1 (centres undefined)	-13	-16	0.7	-5	-8	22	8	3	2
CC[C@@H](C)C(NC(=O)OC(C)(C)C)c1cn([C@@H](CCCCNC(=O)OC(C)(C)C)C(=O)N2CCN(C(=O)OC(C)(C)C)CC2)nn1 (some centres undefined)	-2	6	2.2	2	-2	-2	11	-2	10
C#Cc1ccc([C@H]2C=C(C(=O)NC3CC3)O[C@@H](OCC)[C@@H]2CCCO)cc1	13	-4	-2.4	2	4	11	11	2	4
CCOc1ccc(NC(=O)CCC(=O)NNC(=O)c2cccc([N+](=O)[O-])c2)cc1	11	32	-2.7	1	8	14	-26	0	1
Cn1c(=O)c2sccc2n2c(CCCC(=O)NCc3ccc4c(c3)OCO4)nnc12	1	2	-2.0	2	7	20	-3	5	10
COc1cc2c(cc1OC)/C(=C/C(=O)c1cccc([N+](=O)[O-])c1)NCC2	-2	-2	-1.6	-3	0	-1	50*	-7	5
O=[N+]([O-])c1ccc2oc(C(O)c3cccc(Cl)c3)cc2c1 (centres undefined)	7	-16	0.6	-5	-3	0	4	-6	4
COc1ccc(CN2C(=O)c3cccnc3C2=O)cc1S(=O)(=O)NC1CCCCC1C (centres undefined)	-7	-9	-0.7	1	-1	-1	-10	10	1
CCOc1cc(/C=N/NC(=O)c2ccncc2)ccc1OC(=O)c1ccc([N+](=O)[O-])cc1	5	13	-3.3	3	-5	-5	4	-9	3
Cc1cc2c(cc1C)-n1nnnc1C(N1CCN(C(=O)OCc3ccccc3)CC1)C(=O)N2 (centres undefined)	16	.	.	11	-4	.	5	-11	21
Cc1nc2cc(-c3ccc(Cl)cc3)nn2c(C)c1CCC(=O)NC(C)c1ccc2c(c1)OCCO2 (centres undefined)	3	30	2.9	1	5	-10	20	-8	0
COc1ccc(C(C)C)cc1S(=O)(=O)NCC1CCCO1 (centres undefined)	3	-6	0.7	4	1	13	-14	0	3
Cc1ccc(C)c(NC(=O)CN(C)C(=O)[C@@H](NC(=O)c2ccc(C(C)(C)C)cc2)C(C)C)c1	-4	12	-0.6	-2	1	14	10	1	4
COc1ccc(/C=C2\Cc3ccccc3C2=O)cc1OC	5	9	-1.5	-4	-4	-4	3	-2	1
Cc1c(Cl)cccc1NC(=O)CCCN1C(=O)c2cccnc2C1=O	5	4	-1.2	6	4	3	-13	-1	1
Cc1cc(N)n(-c2ccc(S(=O)(=O)c3ccc(C(C)C)cc3)cc2)n1	-8	-20	-1.5	3	0	7	-20	6	14
COc1ccc(/C=N/N=C2/NC(=O)C(c3ccccc3)(c3ccccc3)S2)cc1	16	-9	1.8	1	-2	3	-14	-2	7
COc1ccc(C(F)(F)F)cc1N/C=C\c1nnnn1-c1ccccc1	2	7	-2.2	0	3	8	6	-11	9
N#Cc1ccc(/C=C/C(=O)c2ccc3c(c2)OCO3)cc1	-16	6	-1.4	-6	17*	14	15	-8	0
CCn1c(CC(=O)Nc2ccccc2F)nnc1SCC(=O)Nc1nnc(C)s1	3	-8	-1.0	-3	-1	4	10	-2	-2
O=C(c1cc(-c2ccc(O)cc2)on1)N1CCc2ccccc2C1	-1	-18	-0.5	7	3	22	33	-2	72*
C=C1CCN([C@@H](CC(C)C)C(=O)O)S(=O)(=O)c2ccccc21	4	0	-1.8	3	7	18	-10	2	0
Cc1noc(NS(=O)(=O)c2ccc(NC(=O)C(CC(C)C)N3C(=O)c4ccccc4C3=O)cc2)c1C (centres undefined)	-2	-33	1.1	-15	13	30	-31	16	7
O=C(Nc1cc2c3c(c1)CC(=O)N3CCC2)c1ccc(Br)o1	5	17	1.0	0	1	-14	-22	-6	6
CC1(C)CC(CC(=O)Nc2ccc([N+](=O)[O-])cc2)C(=O)O1 (centres undefined)	1	21	-0.7	-1	1	14	-10	1	3
CCSc1nnc(NC(=O)c2ccc3ccccc3n2)s1	5	-2	-0.9	0	9	18	-6	-3	0

(list continues)
SMILES	M5 antag	CRFBP-R2 block	CRFR2-BP ag	M5 ag	M4 PAM	M1 PAM parental	TAAR1 antag	CHRM5 PAM	TAAR1 agonist
Cc1ccccc1N(C(=O)Cc1ccsc1)C(C(=O)NC1CCCCC1)c1ccc(F)cc1 (centres undefined)	2	-5	-0.8	4	-7	1	4	-7	12
COc1cc(C=O)ccc1OCCOCCOc1c(C)cc(Cl)cc1Cl	-6	-1	3.8	-8	-2	10	-10	1	4
CCc1nnc(NC(=O)c2ccc(OC)cc2OC)s1	7	-1	-0.7	4	5	11	-15	-3	5
O=C(C1CCN(c2nnc(N3CCCC3=O)s2)CC1)N1CCN(Cc2ccc3c(c2)OCO3)CC1	1	7	0.3	-1	-13	13	-3	-5	-4
COc1ccc2c(c1)c(CC(=O)NCc1cc([N+](=O)[O-])ccc1O)c(C)n2C(=O)c1ccc(Cl)cc1	7	-2	0.7	-3	-2	10	14	-5	2
CN(C)c1ncc(S(=O)(=O)c2ccccc2)c(-c2ccccc2Cl)n1	-3	21	2.0	-6	3	7	-22	0	1
CCOC1=C2[C@@H](CN(S(=O)(=O)c3ccc(C)cc3)[C@H]2c2ccccc2Cl)[C@H]2C(=O)N(C(C)(C)C)C(=O)[C@H]2C1	9	.	.	5	11	4	5	3	-2
COC(=O)c1ccccc1NC(=O)CSc1nc(NC(=O)c2ccccc2)c2c(C)c(C)oc2n1	14	-7	0.1	0	11	-8	9	4	9
Cn1c(NCCCO)nc2c1c(=O)n(Cc1ccccc1F)c(=O)n2C	1	44	0.5	-1	7	17	2	1	5
COc1cccc(C(=O)NNC(=O)c2ccccc2)c1	-3	1	0.9	0	0	21	-5	4	4
CCc1ccccc1NC(=O)CN1CCN(C(=O)C2CCN(C(=O)/C=C/c3ccccc3)CC2)CC1	12	10	-3.0	2	13	-18	-4	-9	1
Nn1c(SCc2cn3ccsc3n2)nnc1-c1ccncc1	5	1	1.1	-2	2	11	5	-12	10
Cc1ccc(/C=N/n2c(C3CCCCC3)n[nH]c2=S)o1	-2	-7	-0.6	-3	-4	6	-1	-2	-2
C=C1CC(C(=O)N/N=C/c2ccc(O)cc2)C1	-2	18	-0.5	0	0	-15	11	11	1
